Assay outcomes: PubChem BioAssay, National Center for Advancing Translational Sciences (NCATS)
Chronic BCR inh: qHTS Assay to Find Inhibitors of Chronic Active B-Cell Receptor Signaling; actives 0.05% (n = 340,000); Potency, µM (series often up to 46.1 µM), inactives show at the top dose ratio change, negative = lower green/red ratio, hits mostly inhibitors; ABC-DLBCL IkBa-CBG/CBR reporter, luminescence ratio, 4 h; AID 493014, 2011; active = well fitted inhibition curve with a large enough effect in the signal ratio, with a control signal flat, not every such curve was filed as active; inconclusive = small, poorly fitted or top-dose-only effect, or effect the other way, or a change in a side signal; the % refers to the signal ratio;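 note: potency is the fitted concentration of half-maximal effect; plate controls were basal doxycycline-induced cells for no effect and cells given 10 µM MG132 for full effect; MG132 reads +100%, hits lower the ratio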
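TMD8 ABC-DLBCL cells carrying doxycycline-inducible green luciferase fused to IkappaBalpha plus unfused red luciferase were exposed to compounds (up to 46 uM) for 4 hrs at 37C. Activity came from the overlap-corrected green/red luminescence ratio.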
TSHR antag: Antagonists of the Thyroid Stimulating Hormone Receptor: HTS campaign; Thyrotropin receptor (Homo sapiens), P16473; TSHR-expressing cells, TSH-stimulated cAMP HTRF, 2 h; active compounds read low; activity change, negative = inhibition, % at 11.5 µM; actives 0.2% (n = 330,000); AID 504810, 2011;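 active = activity change below a set negative limit, meaning inhibition stronger than a set level, cut at about -70% in these data; inconclusive = activity change between two set negative limits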; note: % is set by controls: 0 for no effect and ±100 for the full control effect
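Antagonism was scored as loss of TSH-driven cAMP in TSHR cells, stimulated with 4nM TSH (EC80) for 2 hours at 37 deg C and detected by homogeneous HTRF competition immunoassay.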
Mito fusion act: qHTS Assay for Small Molecule Inhibitors of Mitochondrial Division or Activators of Mitochondrial Fusion | S. cerevisiae fusion-defective mutant growth rescue, CellTiterGlo 48 h | Potency, µM (titrated, usually from 46.1 µM), without a hit: at the top dose growth rescue (activation), usual class: activators | actives 0.23% (n = 320,000) | AID 485298, 2010;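 note: potency is the fitted concentration of half-maximal effect; % of control where 0% means no effect; nearly all actives have a fitted effect of over 45% in size; temperature-sensitive fusion mutants such as fzo1-1 at 37 °C on non-fermentable ethanol glycerol medium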
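S. cerevisiae fusion-defective temperature-sensitive mutants (e.g. fzo1-1, mgm1-5) grown 48 h at 37C in YPEG (ethanol/glycerol non-fermentable) medium with 23 nl compound per well; growth rescue read as CellTiterGlo luminescence.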
PTAP TSG101 blk: qHTS Assay for Iinhibitors of HIV-1 Budding by Blocking the Interaction of PTAP/TSG101; Fluorescence polarization, FITC-PTAP peptide / Tsg101 binding; Tumor susceptibility gene 101 protein (Homo sapiens), Q99816; AID 493005, 2010; 340,000 tested, under 10 active; Potency, µM (highest dose often 115 µM), inactives show at the top dose activity change, negative = inhibition, actives largely listed as inhibitors; active = well fitted inhibition curve with a large enough effect in the main read-out, with a control signal flat, not every such curve was filed as active; inconclusive = small, poorly fitted or top-dose-only effect, or effect the other way, or a change in a side signal; inactive = no such curve, though single readings can be large or run the other way; note: potency is the fitted concentration of half-maximal effect; % of control where 0% means no effect
Target sequence (Q99816 whole entry, looked up): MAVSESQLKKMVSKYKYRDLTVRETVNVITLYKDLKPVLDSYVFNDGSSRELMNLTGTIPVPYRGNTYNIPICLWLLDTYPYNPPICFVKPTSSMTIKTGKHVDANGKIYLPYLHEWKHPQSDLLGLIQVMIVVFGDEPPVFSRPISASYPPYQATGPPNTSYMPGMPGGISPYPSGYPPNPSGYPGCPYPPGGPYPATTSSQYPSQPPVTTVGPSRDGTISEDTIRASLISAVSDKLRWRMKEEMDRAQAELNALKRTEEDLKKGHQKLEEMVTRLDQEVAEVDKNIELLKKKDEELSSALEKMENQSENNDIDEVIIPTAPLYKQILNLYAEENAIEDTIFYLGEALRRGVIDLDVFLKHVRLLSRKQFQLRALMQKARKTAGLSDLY
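Compounds were pin-transferred onto Tsg101 binding domain (10 uM final) in HEPES pH 7.5 buffer, then FITC-PTAP peptide was added at 50 nM final. After 20 min at RT, polarization reported peptide displacement across a qHTS concentration series.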
a7 integrin act: qHTS for Activators of Integrin-Mediated Alleviation for Muscular Dystrophy; alpha7betagal myoblasts, beta-gal FDG fluorescence, 48 h; Potency, µM (doses to about 38.3 µM), without a hit: top-dose activation, actives largely listed as activators; actives 0.064% (n = 350,000); AID 624291, 2012;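 note: potency is the fitted concentration of half-maximal effect; 100% = response of the positive control SU9516; nearly all actives have a fitted effect of over 60% in size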
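alpha7betagal+/- myoblasts (passage 13, 250/well) treated 48 h at 37C with compounds at 1:260 dilution of DMSO stock. Lysed, then beta-galactosidase activity read as FDG fluorescence (ex 480/em 540) after 30 min, with pre-read for autofluorescence.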
ELG1 repair inh: qHTS screen for small molecules that inhibit ELG1-dependent DNA repair in human embryonic kidney (HEK293T) cells expressing luciferase-tagged ELG1. HEK293T ELG1-luciferase reporter, luminescence, 16 h; DNA damage induced by 5-fluorouridine. Potency, µM (top dose mostly 46.1 µM), without a hit: at the top dose activity change, negative = inhibition, usual class: inhibitors. actives 2.3% (n = 330,000); note: potency is the fitted concentration of half-maximal effect; % is set by controls: 0 for no effect and ±100 for the full control effect; nearly all actives have a fitted effect of over 55% in size
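HEK293T cells expressing luciferase-tagged ELG1 (2,000/well) received 5-Fluorouridine plus compound or DMSO for 16 hr at 37 °C. Luciferase was read by ONE-Glo luminescence after 30 min at room temperature.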
A-T KAP1 phos: qHTS Assay for Identifying a Potential Treatment of Ataxia-Telangiectasia. […] A-T fibroblasts, KAP-1 phosphorylation AlphaLISA; neocarzinostatin DNA damage 30 min before lysis. Potency, µM (titrated, usually from 57.5 µM), without a hit: at the highest dose activation, usual class: activators. actives 0.19% (n = 320,000). AID 485349, 2010; note: potency is the fitted concentration of half-maximal effect; % of control where 0% means no effect; nearly all actives have a fitted effect of over 45% in size
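ATM-like activity read as KAP-1 phosphorylation via AlphaLISA donor/acceptor antibody pairs after lysis and 6 hr at 25C. Cells were ATM-null patient fibroblasts ([…], hTERT), dosed 60 min, then exposed to the DSB inducer NCS for 30 min.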
TCR act: Activators of T cell receptors: qHTS campaign | primary human leukocytes, anti-CD3, IL-2 HTRF, 48 h | Potency, µM (top dose mostly 9.22 µM), for inactives: top-dose activation of IL-2 secretion, most hits filed as activators | 330,000 tested, under 10 active | AID 504894, 2011; note: % of control where 0% means no effect
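48 hr co-incubation of compounds, a-CD3 beads and primary human leukocytes; IL-2 quantified homogeneously by HTRF with anti-IL-2 K and d2 conjugates.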
ASM inhibitor: Inhibitors of Secretory Acid Sphingomyelinase (S-ASM): qHTS; Sphingomyelin phosphodiesterase (Homo sapiens), P17405; placental ASM, HMU-PC fluorogenic substrate, 60 min; Potency, µM (series often up to 57.5 µM), for inactives: at the top dose activity change, negative = inhibition, most hits filed as inhibitors; actives 0.006% (n = 340,000); AID 504937, 2011; note: potency is the fitted concentration of half-maximal effect
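qHTS format. ASM enzyme prepared from human placenta hydrolyses the fluorogenic substrate HMU-PC0 (9 uM final) over 60 min at 37 °C after a 10 min compound preincubation.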
Tb PFK block: qHTS Assay to Find Inhibitors of T. brucei phosphofructokinase | AID 485367, 2010 | Potency, µM (doses to about 57.5 µM), for inactives: at the highest dose activity, negative = inhibition, usual class: inhibitors | T. brucei PFK, ADP-Glo luminescence | actives 0.17% (n = 330,000);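 note: potency is the fitted concentration of half-maximal effect; 0% = uninhibited 1x PFK enzyme wells and -100% = no-enzyme wells; nearly all actives have a fitted effect of over 60% in size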
Target sequence (O15648 whole entry, looked up): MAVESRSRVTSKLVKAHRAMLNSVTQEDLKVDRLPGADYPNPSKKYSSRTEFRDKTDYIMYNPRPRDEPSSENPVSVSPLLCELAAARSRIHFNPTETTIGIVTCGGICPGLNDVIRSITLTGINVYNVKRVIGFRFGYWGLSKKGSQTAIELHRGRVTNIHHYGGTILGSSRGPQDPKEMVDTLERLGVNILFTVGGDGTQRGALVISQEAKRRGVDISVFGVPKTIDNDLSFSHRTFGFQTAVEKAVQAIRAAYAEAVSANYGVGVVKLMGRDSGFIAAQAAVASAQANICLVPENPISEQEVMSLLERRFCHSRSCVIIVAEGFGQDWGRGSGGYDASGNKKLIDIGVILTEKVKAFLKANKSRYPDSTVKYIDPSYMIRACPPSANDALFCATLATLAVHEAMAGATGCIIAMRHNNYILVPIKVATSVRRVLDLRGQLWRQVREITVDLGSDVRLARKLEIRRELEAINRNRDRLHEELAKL
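PFK 1.25 nM, F6P 0.5 mM, ATP 0.1 mM, 0.1 M TEA pH 8.0, 5 mM MgCl2, 0.01% Tween20, 0.1% BSA; 45 min RT. ADP-Glo readout. qHTS titration up to 57 uM; curves fitted, compounds curve-classed.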
Eya2 phos inh: qHTS Assay for Inhibitors of the Phosphatase Activity of Eya2. recombinant Eya2, OMFP fluorescence dephosphorylation (OMFP is methylfluorescein phosphate). Potency, µM (series often up to 76.9 µM), for the others: at the top dose activity, negative = inhibition, actives largely listed as inhibitors. actives 0.006% (n = 330,000). AID 488837, 2010; note: potency is the fitted concentration of half-maximal effect; % is set by controls: 0 for no effect and ±100 for the full control effect
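Eya2 protein (added as 0.2 uM solution) was preincubated with compound for 10 min at ambient temperature in 50 mM HEPES pH 7.5, 50 mM NaCl, 5 uM MgCl2, 0.05% BSA, 1 mM DTT. OMFP (added at 50 uM) then reacted 10 min; fluorescence read at 485/525 nm.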
Starred values were filed as active, the others as inactive; ? = inconclusive; / = not tested or not shown; [ ] = another dose, or the depositor's remark. Unless noted, calls come from the whole dose curve; as a rule, active = well fitted curve in the direction sought with a large enough effect; inconclusive = small, poorly fitted or top-dose-only effect, or another doubt; inactive = no such curve, though single readings can be large; an effect the other way counts as inactive or inconclusive.

SMILES	Chronic BCR inh	TSHR antag	Mito fusion act	PTAP TSG101 blk	a7 integrin act	ELG1 repair inh	A-T KAP1 phos	TCR act	ASM inhibitor	Tb PFK block	Eya2 phos inh
Cc1cccc(OCc2nnc(SCC(=O)c3ccccc3)o2)c1	2.8%	0.0	-2.9%	-0.6%	0.0%	3.7%	6.6%	0.8%	-7.6%	-0.3%	11.0%
Cc1nc(SCC(=O)NC(=O)NC(C)(C)C)nc(C)c1C	-7.7%	0.4	-7.7%	-3.1%	31.5%	-4.7%	-13.6%	12.8%	1.6%	5.3%	-1.3%
CCCCNC(=S)N(CCCN(C)C)Cc1cc2cc3c(cc2[nH]c1=O)OCO3	-5.9%	1.1	-1.5%	-0.6%	0.0%	-23.6%	4.2%	/	30.4%[activator]	-3.4%	2.2%
COCCSc1nnc(NS(=O)(=O)c2ccc(F)cc2)s1	-0.8%	6.7	-1.5%	-1.8%	-6.5%	-1.1%	-5.0%	2.8%	-0.2%	10.6%	5.3%
N#CC1=C(N)Oc2n[nH]c(-c3cccs3)c2C1c1cccs1 (configuration not stated)	?	-22.7	5.8%	-5.1%	-20.4%	?	10.3%	-9.5%	-6.2%	2.6%	-9.3%
CC1(C)Cc2c(cnn2-c2ccccc2)C(NC(=O)CCCn2cncn2)C1 (configuration not stated)	3.9%	31.8	2.0%	0.3%	-4.7%	14.5%	10.4%	-0.1%	2.3%	0.0%	1.7%
CN1CCC(OC(=O)COc2ccc(C(C)(C)C)cc2)CC1	-2.3%	-9.9	-3.8%	-3.4%	-3.3%	5.8%	-1.7%	-2.6%	0.2%	4.8%	-5.0%
Cc1cccc(C)c1NC1=C(Cl)C(=O)OC1OC(=O)c1ccccc1 (configuration not stated)	-0.1%	-10.6	?	-0.5%	13.0%	14.2%	3.4%	-0.3%	-3.0%	-4.3%	-2.5%
O=C(O)c1cc(N2C(=O)C3C4C=CC(C4)C3C2=O)ccc1NCc1cccnc1 (configuration not stated)	8.8%	/	-1.6%	-3.6%	5.5%	18.2%	/	6.9%	1.0%	-2.5%	3.4%
CS(=O)(=O)c1[nH]nc(-c2ccccc2)c1C#N	11.5%	2.9	-2.9%	-1.6%	20.4%	19.3%	0.5%	-7.3%	2.1%	-4.0%	-0.1%
Cc1onc(-c2c(F)cccc2Cl)c1C(=O)NCc1ccc2c(c1)OCO2	5.7%	3.8	3.5%	-1.0%	3.4%	-2.4%	6.8%	-1.7%	0.2%	0.2%	-0.9%
CCN(c1ccccc1)S(=O)(=O)c1ccc(C(=O)Nc2ccccn2)cc1	?	-6.1	8.9%	-1.1%	18.6%	?	5.7%	1.2%	-1.5%	-0.5%	-37.0%
CN(Cc1nc(-c2ccccc2)no1)C(=O)c1ccco1	0.8%	-2.5	-2.4%	-1.9%	29.0%	?	-6.1%	-3.0%	4.5%	1.2%	-8.1%
Cc1ccc(N(C(=O)CNC(=O)c2ccco2)C(C(=O)NCC2CCCO2)c2ccccc2)c(C)c1 (configuration not stated)	1.3%	-8.5	-6.1%	-1.8%	-6.7%	3.7%	-1.2%	4.6%	-0.8%	5.5%	-1.8%
CC(=O)c1c(C)[nH]c(C(=O)OCc2cc(-c3ccco3)on2)c1C	-0.4%	10.4	/	-1.4%	-29.1%	?	-1.5%	0.8%	0.5%	-4.3%	9.4%
CC(C)(C)NC(=O)C(c1ccncc1)N(Cc1cccs1)C(=O)Cn1nnc(-c2ccc(F)cc2)n1 (configuration not stated)	?	-9.1	-3.6%	-3.0%	-38.7%	?	0.6%	-7.0%[46.1 µM]	-2.4%	-1.6%	-6.6%
COc1ccc(N2CCN(C(=O)c3cccc(S(=O)(=O)N4CCOCC4)c3)CC2)cc1	?	4.8	-3.9%	-3.3%	11.0%	19.4%	-8.3%	0.2%	2.1%	4.9%	17.1%
Cc1c(N(C(=O)c2ccccn2)C2(C(=O)NC3CCCC3)CCCCC2)c(=O)n(-c2ccccc2)n1C	2.7%	5.0	-3.5%	-3.1%	14.6%	0.0%	-2.1%	-0.4%	1.1%	-3.6%	7.6%
Cc1nn(-c2ccc(F)cc2)c(Cl)c1C(=O)OC(C)C(=O)N(C)C1CCCCC1 (configuration not stated)	-1.3%	-10.4	16.3%	0.0%	0.0%	?	0.0%	5.7%	-1.5%	-0.4%	-16.3%
Cn1c(=O)c(=O)n(C)c2cc(S(=O)(=O)N3CCN(C4CCCCC4)CC3)ccc21	25.7%	40.1	-2.3%	-0.2%	-8.3%	-8.4%	7.9%	-5.7%	-2.5%	-2.8%	-25.0%
COc1ccc(NC(=O)c2ccccc2NC(=O)CSc2ccc(Cl)cc2)cc1	?	-11.1	3.7%	-3.2%	3.4%	?	/	8.0%	1.9%	0.3%	-1.9%
CCNc1nnc(SCC(=O)c2c(N)n(C3CC3)c(=O)[nH]c2=O)s1	2.6%	-6.9	-1.5%	1.0%	?	13.1%	3.8%	-3.8%	-3.4%	-0.3%	-20.9%
COc1ccc(N(CC(=O)NCc2ccc(F)cc2)C(=O)c2snc(C(N)=O)c2N)cc1	4.4%	-0.4	8.5%	-1.9%	0.0%	0.5%	1.9%	-3.7%	19.1%	-1.2%	-9.0%
CC(C)(C)CC(=O)Nc1nnc(SCC(=O)Nc2ccccc2F)s1	-17.2%	-4.1	-6.1%	-0.3%	20.6%	?	-1.9%	14.6%	-1.5%	0.8%	-16.2%
O=C(CN1CCCCC1)N/N=C/c1ccccc1Br	-0.1%	1.8	1.9%	-4.9%	16.7%	?	8.4%	-1.6%	2.3%	-3.4%	-2.6%

More entries.
SMILES	Chronic BCR inh	TSHR antag	Mito fusion act	PTAP TSG101 blk	a7 integrin act	ELG1 repair inh	A-T KAP1 phos	TCR act	ASM inhibitor	Tb PFK block	Eya2 phos inh
O=Cc1c(NCCc2cccc(F)c2)c2ccccc2[nH]c1=O	5.9%	-12.7	3.1%	-6.6%	-13.2%	17.5%	1.4%	3.0%	3.7%	0.0%	-7.1%
O=C(NC(Cc1ccccc1)C(=O)O)/C(=C\c1ccco1)NC(=O)c1ccccc1 (configuration not stated)	-5.6%	10.9	0.5%	0.6%	-12.2%	-8.4%	-10.6%	-1.8%[46.1 µM]	-0.5%	1.2%	5.0%
O=C1Cc2cc(S(=O)(=O)NCc3ccccc3Cl)cc3c2N1CCC3	1.7%	15.5	-10.9%	2.5%	?	0.7%	-0.4%	3.7%	-2.3%	0.1%	3.1%
COC(=O)Nc1nnc(/C=C/c2ccccc2)s1	?	-1.5	-0.2%	-2.9%	?	?	0.6%	-4.2%[46.1 µM]	/	-1.9%	-5.5%
O=C(CSc1nc(C2CC2)nc2ccccc12)N1CCc2ccccc2C1	-0.6%	-3.0	5.6%	/	/	?	3.6%	/	/	0.2%	-16.7%
OC1(C#CCCN2CCCCC2)c2ccccc2-c2ccccc21	-2.5%	1.0	-7.1%	-7.8%	-22.0%	12.3%	-0.7%	/	1.7%	-0.2%	10.2%
CCCCn1c(CNC(=O)CC)nc2ccccc21	4.1%	5.7	-7.1%	-1.1%	-3.6%	4.9%	-0.5%	7.7%	-5.1%	-1.3%	22.8%
Cc1ccc(-c2nn3c(-c4ccco4)nnc3c3ccccc23)cc1S(=O)(=O)N1CCOCC1	2.7%	-1.9	2.8%	/	/	2.9%	9.0%	/	/	-8.7%	-7.1%
